Screening data: PubChem, several laboratories
VLA-4 inh: inhibition in a human VLA-4 binding assay; inhibition, % (about 7 µM as worked out from the volumes in the protocol); 330,000 tested, 0.2% active; VLA-4 expressing cells, ligand binding flow cytometry; AID 2557; in the data active = inhibition above about 50%
Fh CTSL1 inh: counter-screen for PFM18AAP inhibitors: inhibitors of F. hepatica cathepsin L1; AID 1906; inhibition, % at 5.96 µM; 300,000 tested, 0.49% active; recombinant F. hepatica cathepsin L1, Z-Leu-Arg-MCA fluorescence;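 active = inhibition above the mean of all tested compounds plus 3 SD, set per screening campaign, cut at about 17% in these data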;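 also: 0% = plate median of test compound wells and 100% = 1 µM Z-Phe-Ala-diazomethylketone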
procasp7 counter: activates human procaspase-7, counter-screen for procaspase-3 activators. recombinant procaspase-7, Ac-DEVD-pNA absorbance 405 nm; D23A/D198A/D206A triple mutant, cannot self-cleave; scale: DMSO 0, 5 µM enzyme 100. AID 463210. activation, % at 8.5 µM. P55210. 330,000 tested, 0.093% active;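 active = percent activation above the screen-wide mean plus 3 SD, cut at about 25% in these data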
Target sequence (P55210 whole entry D23A/D198A/D206A): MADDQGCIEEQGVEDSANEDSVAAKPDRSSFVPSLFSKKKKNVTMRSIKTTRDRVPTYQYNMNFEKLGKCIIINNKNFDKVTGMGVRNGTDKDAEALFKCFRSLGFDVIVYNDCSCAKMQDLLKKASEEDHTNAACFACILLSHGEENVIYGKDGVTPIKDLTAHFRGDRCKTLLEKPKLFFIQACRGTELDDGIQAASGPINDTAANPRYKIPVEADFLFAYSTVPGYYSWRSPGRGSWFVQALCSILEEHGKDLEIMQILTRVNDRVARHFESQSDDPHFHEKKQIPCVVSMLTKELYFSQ
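Assay system: Uncleavable procaspase-7 mutant enzyme / Input: 2 µM procaspase-7 mutant as dispensed / Dosing: single nominal 8.5 µM compound dose, 0.8% DMSO final / Timing: 1 h enzyme–compound preincubation and 2 h substrate reaction, both 25 °C / Detection: p-Nitroaniline absorbance at 405 nm, read at 0 and 120 min / Replication: singlicate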
GRK2 inh: inhibitors of human GRK2 displacing RNA aptamer | P25098 | bead flow cytometry, FAM-aptamer displacement from GRK2 | inhibition of aptamer binding, % at 10 µM | 330,000 tested, 0.59% active | AID 488847;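 active = inhibition of aptamer binding above 40%, roughly 3 SD of noise, on plates passing a quality check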;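 also: median bead fluorescence of bound FAM aptamer so fluorescent compounds give negative values; no value below 0 was filed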
PP1 counter: counter-screen for PP5 inhibitors: inhibitors of human PP1-alpha | purified PP1alpha, OMFP fluorescence | inhibition, % at 6.7 µM | 320,000 tested, 0.9% active | AID 2235;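 active = inhibition above the mean inhibition of all tested compounds plus 3 SD, computed separately for each screening campaign, cut at about 15% in these data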
Target sequence (P62136 whole entry, looked up): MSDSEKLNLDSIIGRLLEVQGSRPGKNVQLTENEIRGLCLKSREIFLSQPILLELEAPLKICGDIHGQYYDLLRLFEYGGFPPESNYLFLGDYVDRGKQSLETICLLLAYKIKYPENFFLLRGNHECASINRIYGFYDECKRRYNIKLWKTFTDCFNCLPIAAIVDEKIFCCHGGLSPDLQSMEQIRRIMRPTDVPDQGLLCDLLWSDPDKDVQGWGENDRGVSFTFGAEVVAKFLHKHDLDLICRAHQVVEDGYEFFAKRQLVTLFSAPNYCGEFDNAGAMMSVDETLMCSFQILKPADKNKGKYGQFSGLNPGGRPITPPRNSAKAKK
PP5 inh: inhibitors of human protein phosphatase 5 (PP5); AID 1987; purified PP5c, OMFP substrate fluorescence; P53041; inhibition, % at 6.7 µM; 320,000 tested, 0.18% active;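 active = inhibition above the campaign's mean inhibition across all tested compounds plus 3 SD, cut at about 9.5% in these data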;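 also: 0% = DMSO only and 100% = 100 µM cantharidin control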
proCasp3 act: activators of human procaspase-3; recombinant procaspase-3 D3A, Ac-DEVD-pNA absorbance 405 nm; 330,000 tested, 0.11% active; activation, % at 8.5 µM; P42574;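 active = activation above the mean of all tested compounds plus 3 SD, cut at about 21% in these data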;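 also: 0% = DMSO alone and 100% = DMSO wells spiked with extra 5 µM PC-3 D3A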
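Test system: Procaspase-3 D3A mutant, all three cleavage aspartates alanine | Dosing: Single dose, 8.5 µM nominal compound, 0.8% DMSO | Schedule: 1 h preincubation, 2 h reaction | Technique: 405 nm absorbance of p-nitroaniline, reads at 0 and 120 min | Repeats: One well per compound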
GASC-1 inh: blocks human GASC-1 demethylase activity; AID 2099; inhibition, % at 2.35 µM; GST-JMJD2C(1-420) H3K9me3 demethylation, DELFIA europium; Q9H3R0; 330,000 tested, 0.069% active;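 active = more than half of a compound's replicate wells show inhibition beyond 50%, single wells judged on their own value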;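 also: signal counts dimethyl H3K9 product captured on neutravidin plate; 0% = median of DMSO wells and 100% = 0.3 times that DMSO median; strong numbers were not always called active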
HCV core dimer: blocks dimerization of HCV core protein. TR-FRET GST/Flag-core106 dimerization, 1536-well. inhibition, % at 5 µM. 300,000 tested, 0.33% active. AID 1899;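 active = inhibition above the mean of all tested compounds plus 3 SD, set per screening campaign, cut at about 45% in these data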
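System: GST-tagged and Flag-tagged HCV core protein residues 1-106 / Input: core106 proteins, GST 13.5 nM and Flag 17 nM / Buffer or medium: KF-containing HEPES buffer, pH 7.45, DTT, CHAPS, BSA / Probe or stimulus: Eu-anti-GST and XL665-anti-Flag labelled anti-tag antibodies / Schedule: 4 h, 22.5 °C incubation / Technique: TR-FRET 671 and 617 nm emission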
An asterisk follows results filed as active; / = not tested or not shown.

The line under a structure holds: VLA-4 inh	Fh CTSL1 inh	procasp7 counter	GRK2 inh	PP1 counter	PP5 inh	proCasp3 act	GASC-1 inh	HCV core dimer
1) Cc1sc2c(c1C)c(=O)n(-c1ccccc1)c1nncn21
    -3	-1	1	0	1	-0.8	-4	1	-24
2) COc1ccc(C(=O)NC(=S)NNC(=O)c2c(-c3ccccc3)noc2C)cc1OC
    1	1	-21	0	-5	1.9	-2	-5	1
3) CC12CCC(=O)N1C(C(=O)N1CCN(S(=O)(=O)c3ccc(Br)cc3Cl)CC1)CS2 (centres undefined)
    10	0	4	0	-3	0.4	2	4	-4
4) COc1ccc(OC)c(-n2c(SC)nnc2-c2c[nH]c3ccccc23)c1
    11	-1	-14	100*	1	4.5	5	7	24
5) NNc1nc2c(F)cccc2s1
    4	-1	0	0	2	0.6	-2	8	-6
6) Cc1ccc(NC(=O)NC(=O)CSc2nnc(-c3ccc(Cl)cc3Cl)n2N)c(C)c1
    4	4	0	5	2	3.8	-1	16	7
7) O=C1C(=O)N(CCO)C(c2ccc(Br)cc2)/C1=C(\O)c1ccccc1 (centres undefined)
    9	0	0	0	2	3.4	-1	-2	-4
8) COc1ccc(-c2n[nH]c(C(F)(F)F)c2-c2cc3ccccc3o2)c(O)c1
    12	4	4	2	3	6.3	6	/	-2
9) CN(c1ccc(O)cc1)S(=O)(=O)c1ccc2ccccc2c1
    8	-2	-4	0	4	3.7	-3	0	-2
10) Cc1ccc(Cn2c(=O)oc3ccccc32)cc1
    -5	5	1	5	0	-0.5	4	10	-3

A second format for part of the listing above:
No.	SMILES	VLA-4 inh	Fh CTSL1 inh	procasp7 counter	GRK2 inh	PP1 counter	PP5 inh	proCasp3 act	GASC-1 inh	HCV core dimer
9	CN(c1ccc(O)cc1)S(=O)(=O)c1ccc2ccccc2c1	8	-2	-4	0	4	3.7	-3	0	-2
1	Cc1sc2c(c1C)c(=O)n(-c1ccccc1)c1nncn21	-3	-1	1	0	1	-0.8	-4	1	-24

Molecules listed so far with sulfur (seven):
The line under a structure holds: VLA-4 inh	Fh CTSL1 inh	procasp7 counter	GRK2 inh	PP1 counter	PP5 inh	proCasp3 act	GASC-1 inh	HCV core dimer
1) Cc1sc2c(c1C)c(=O)n(-c1ccccc1)c1nncn21
    -3	-1	1	0	1	-0.8	-4	1	-24
2) COc1ccc(C(=O)NC(=S)NNC(=O)c2c(-c3ccccc3)noc2C)cc1OC
    1	1	-21	0	-5	1.9	-2	-5	1
3) CC12CCC(=O)N1C(C(=O)N1CCN(S(=O)(=O)c3ccc(Br)cc3Cl)CC1)CS2 (centres undefined)
    10	0	4	0	-3	0.4	2	4	-4
4) COc1ccc(OC)c(-n2c(SC)nnc2-c2c[nH]c3ccccc23)c1
    11	-1	-14	100*	1	4.5	5	7	24
5) NNc1nc2c(F)cccc2s1
    4	-1	0	0	2	0.6	-2	8	-6
6) Cc1ccc(NC(=O)NC(=O)CSc2nnc(-c3ccc(Cl)cc3Cl)n2N)c(C)c1
    4	4	0	5	2	3.8	-1	16	7
9) CN(c1ccc(O)cc1)S(=O)(=O)c1ccc2ccccc2c1
    8	-2	-4	0	4	3.7	-3	0	-2

Additional entries.
The line under a structure holds: VLA-4 inh	Fh CTSL1 inh	procasp7 counter	GRK2 inh	PP1 counter	PP5 inh	proCasp3 act	GASC-1 inh	HCV core dimer
11) CC(Sc1nnc(C2CC2)n1C1CC1)C(=O)Nc1cccc(S(=O)(=O)N(C)C)c1 (centres undefined)
    -2	/	2	0	-3	-0.2	-2	1	/
12) COc1ccc(NS(=O)(=O)c2cccc(C(=O)NCC3(N4CCOCC4)CCCCC3)c2)cc1
    1	-3	-1	3	1	1.3	-2	-19	11
13) Nc1nnc(SCC(=O)NC2CCCCCCC2)s1
    -5	-3	-4	0	-12	2.5	2	-2	2
14) COc1ccc(NCc2cc(=O)oc3cc(NC(C)=O)ccc23)cc1
    2	-3	3	3	1	1.7	1	33	-23
15) CCOC(=O)C1=CSC2=NS(=O)(=O)CCN12
    26	0	1	0	2	5.3	5	6	5
16) O=C(Nc1ccc2c(c1)C(=O)OC2)c1ccc(F)cc1F
    2	-3	1	0	-4	1.5	-8	-11	-7
17) O=c1[nH]c2ccc(S(=O)(=O)Nc3ccc(-c4nnc5n4CCCCC5)cc3)cc2o1
    -19	7	3	2	1	-0.7	10	4	3
18) COc1ccc(C(=O)NCCS(=O)(=O)N(C)Cc2ccccc2)cc1
    10	4	8	0	-5	-0.7	2	-15	-1
19) c1cc(-c2sc(-c3ccncc3)c(-c3ccncc3)c2-c2ccncc2)ccn1
    -1	0	9	0	3	-0.3	11	30	0
20) CN=c1scc(-c2ccccc2F)n1/N=C(\C)c1cccnc1
    1	-1	-3	2	1	1.7	-10	1	-2

Continuation.
The line under a structure holds: VLA-4 inh	Fh CTSL1 inh	procasp7 counter	GRK2 inh	PP1 counter	PP5 inh	proCasp3 act	GASC-1 inh	HCV core dimer
21) C[C@@]12C(=O)N(Cc3ccco3)CC(=O)N1[C@H]1c3cc(Cl)ccc3OC[C@@H]1[C@@H]2c1ccccc1
    3	/	1	3	/	/	-7	/	/
22) CC(/C=C1\SC(=S)N(C(C(=O)O)C(C)C)C1=O)=C\c1ccccc1 (centres undefined)
    -1	-12	-10	3	13	-1.9	-20	11	24
23) CCOC(=O)C1CCN(C(=O)N2CCOCC2)CC1
    2	3	4	0	0	1.8	-2	-1	0
24) COc1ccc(OC)c(NC(=O)Cc2coc3cc(C)cc(C)c23)c1
    8	0	6	0	1	3.7	1	5	-4
25) Cc1ccc2[nH]cc(CCNC(=O)C3CCCO3)c2c1 (centres undefined)
    5	-1	9	1	2	-0.5	9	-1	-1
26) Cc1cccn2c(=O)c3cc(C(=O)NC4CCCCC4)sc3nc12
    8	0	2	0	-2	2.3	6	-2	-5
